# Bioassay records deposited in PubChem by National Center for Advancing Translational Sciences (NCATS).
# TGFb inhibitor: TGF-b pathway inhibition | HepG2 CAGA-GFP TGF-b/SMAD3 reporter, GFP fluorescence, 18 h; TGF-beta stimulated, 500 pg/mL final | Potency, µM (top dose mostly 46.1 µM), inactives show top-dose activity, negative = inhibition, actives largely listed as inhibitors | 410,000 tested, 1.2% active; further: potency means the concentration at half of the fitted maximal effect; on the % scale 0 is the no-effect control and ±100 the full control effect; nearly all actives have a fitted effect of over 65% in size
#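 Read-out: total well GFP (ex488/em500-530) summed from mean per-cell fluorescence. Cells: HEPG2 CAGA-GFP, 1% FBS DMEM, 18 h at 37 degrees C with 500 pg/mL final TGF-beta. Unstimulated wells served as the full-inhibition control; stimulated DMSO wells = 0%.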
# A549 viability: A549 cytotoxicity, counter-screen for Nrf2 inhibitors | A549 ARE-Fluc cells, CellTiter-Fluor viability, 18-24 h | Potency, µM (titrated, usually from 46 µM), for the others: at the top dose activity change, negative = cytotoxicity, most hits filed as inhibitors | 390,000 tested, 0.16% active | AID 504648; further: potency means the concentration at half of the fitted maximal effect; on the % scale 0 is the no-effect control and ±100 the full control effect
#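 A549 ARE_Fluc cells in 5% FBS OPTI-MEM were exposed to compounds in concentration-response for 18-24 h at 37 deg C. Viability was read by CellTiter-Fluor fluorescence (Ex 405/Em 525) after 30 min, before the luciferase read.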
# Nrf2 activator: activators of Nrf2 (ARE) signaling; AREc32 ARE-luciferase reporter (MCF7-derived line), luminescence, 24 h; Potency, µM (titrated, usually from 46.1 µM), without a hit: top-dose activation, actives largely listed as activators; 410,000 tested, 0.31% active; further: potency means the concentration at half of the fitted maximal effect; % of control where 0% means no effect; nearly all actives have a fitted effect of over 65% in size
#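 Quantitative high-throughput format: AREc32 reporter cells, 1000 per well, received compound by pin transfer and were incubated 24 hr at 37 deg C, 5% CO2, before Steady-Glo luminescence detection.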
# Mm-Cpn inhibitor: inhibitors of Methanococcus maripaludis chaperonin (MmCpn); purified Mm-Cpn ATPase, ADP Transcreener TR-FRET; Potency, µM (titrated, usually from 76.9 µM), inactives show at the top dose activity, negative = inhibition, hits mostly inhibitors; 330,000 tested, 0.031% active; AID 504842; further: potency means the concentration at half of the fitted maximal effect; on the % scale 0 is the no-effect control and ±100 the full control effect; nearly all actives have a fitted effect of over 80% in size
#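 Measured: ADP formation by purified Mm-CPN. Conditions: 25 nM protein, 10 uM ATP, Tris pH 7.4 with Mg2+, K+ and DTT, 37°C for 30 min. Detection: Transcreener HTRF after 30 min at room temperature.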
# Abeta yeast res: A-beta toxicity reversal in yeast; yeast expressing A-beta42, growth rescue, OD600, 48 h; response scale: 0% DMSO, 100% iron-clioquinol control; Potency, µM (highest dose often 46.1 µM), for the others: at the highest dose growth rescue, actives largely listed as activators; 410,000 tested, 0.063% active; further: potency means the concentration at half of the fitted maximal effect; nearly all actives have a fitted effect of over 55% in size
#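 Yeast A-beta toxicity model in growth medium with pinned compounds, 48 h at 30 C; growth read as absorbance at 600 nm. Normalized to FeCl3/clioquinol equimolar mix (positive) and DMSO (negative).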
# pAkt inh: Akt phosphorylation inhibition; Neuro2A IGF-stimulated pAkt S473 HTRF, 20 min; stronger effect = lower value; activity change, % for hits at 50 µM; 360,000 tested, 0.32% active; in the data active means activity change below about -80%; inconclusive means mostly about -51% to -80%; further: on the % scale 0 is the no-effect control and ±100 the full control effect
#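 Single-point screen (50 µM final compound) in Neuro2A cells stimulated 20 min with 6 nM IGF at 37 deg C. After lysis, Ser473-phosphorylated Akt read by HTRF (ex 330 nm, em 615/665 nm) as the 665/615 ratio.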
# CCT modulator: modulators of cytosolic chaperonin (CCT/TRiC) activity; purified chaperonin ATPase assay, HTRF ADP detection, 30 min; activity change, % (test concentration not listed), hits read low; 360,000 tested, 0.3% active; AID 651819; in the data active means activity change below about -30%; further: on the % scale 0 is the no-effect control and ±100 the full control effect
#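 Nucleotide hydrolysis assay: TRiC at 20–40 nM final (set by batch activity) with 10 uM ATP, 30 min at 37 °C, in presence of 76 uM compound. Detection by competitive ADP HTRF, 30 min ambient.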
# Nrf2 block: blocks Nrf2 signaling; A549 ARE-Fluc reporter, luciferase luminescence, 18-24 h; Potency, µM (doses to about 46 µM), without a hit: at the top dose activity change, negative = inhibition, hits mostly inhibitors; 360,000 tested, 2.1% active; further: potency means the concentration at half of the fitted maximal effect; on the % scale 0 is the no-effect control and ±100 the full control effect; nearly all actives have a fitted effect of over 60% in size
#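 A549 ARE_Fluc cells (5000/well, 5% FBS OPTI-MEM) pre-incubated 2 h, then treated with compounds 18-24 h at 37C/5% CO2 in concentration-response. CellTiter-Fluor viability read first; BugLite luciferase luminescence after 15 min at room temperature gives Nrf2 activity.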
# HepG2 tox: HepG2 cytotoxicity, counter-screen for TGF-b inhibitors; HepG2 CAGA-GFP viability, ATP luminescence, 18 h; Potency, µM (highest dose often 46.1 µM), for the others: at the top dose activity change, negative = cytotoxicity, actives largely listed as cytotoxic; 410,000 tested, 0.76% active; AID 588856; further: potency means the concentration at half of the fitted maximal effect; some results filed as inactive show a strong effect at the top dose
#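 HepG2 CAGA-GFP cells (1000/well, DMEM with 1% FBS) received compound, then TGF-beta at 500 pg/mL final, and were incubated 18 hours at 37 degrees C. Viability was read by CellTiter-Glo luminescence. Media-only wells were set as complete cell-killing and DMSO as no toxicity.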
# The depositor's hits bear a star; i = inactive; ? = inconclusive; . = no result given; & = joins results of further samples; [ ] = remark or other dose. Unless noted, the call rests on the fitted dose curve; in most records, active means well fitted curve in the direction sought with a large enough effect; inconclusive means small, poorly fitted or top-dose-only effect, or another doubt; inactive means no such curve, though single readings can be large; an effect the other way counts as inactive or inconclusive.
SMILES,TGFb inhibitor,A549 viability,Nrf2 activator,Mm-Cpn inhibitor,Abeta yeast res,pAkt inh,CCT modulator,Nrf2 block,HepG2 tox
CC(Oc1ccccc1)c1ccn[nH]1 (stereo unspecified),-2%,-6%,-0.3%,-3%,3%,i,-5.8,-6%,0%
O=c1cc(CN2CCN(S(=O)(=O)c3ccccc3)CC2)nc2sc(-c3ccccc3Cl)nn12,?,-1%,13%,.,-4%,.,.,.,4%
CC12CCC(C(=O)Nc3ccccc3-n3cccc3)(CC1=O)C2(C)C (stereo unspecified),-21%,-3%,-0.5%,4%,6%,i,2.0,10%,-3%
CN1CCC(N(C)C(=O)c2ccc(Cl)c(S(=O)(=O)Nc3cc(Cl)ccc3Cl)c2)CC1,8%,-1%,-0.3%,-1%,15%,i,0.2,-7%,12%
COc1ccc2nc(NC(=O)C3CCN(S(=O)(=O)c4cccs4)CC3)sc2c1,?,?,1.5%,-14%,3%,.,-0.8,?,-25%
Nc1c(N2CCOCC2)cc(Cl)c2nonc12,0%,-16%,0.1%,0%,12%,i,-3.0,7%,9%
O=[N+]([O-])c1ccc(N2CCN(c3ccccc3O)CC2)c(Cl)c1,0%,-3%,2.9%,1%,-2%,i,-1.6,?,-24%
CCC(C)Cn1c(C)nc2ccccc21 (stereo unspecified),-12%,1%,0.0%,1%,17%,i,-2.2,?,-7%
CCN1C[C@@H]2[C@@H]3C(=O)N(Cc4ccccc4)C(=O)[C@@H]3[C@](CC)(C(=O)OC)N2C1=NCc1ccccc1,-1%,0%,-1.1%,.,4%,i,-1.1,0%,-4%
Cc1ccc(S(=O)(=O)Nc2ccc(NC(=O)c3c(F)c(F)c(F)c(F)c3F)cc2)cc1,-13%,-6%,0.1%,2%,5%,i,-2.8,-38%,-21%
Cc1cccc(NC(=O)CSc2cn(CC(=O)N3CCOCC3)c3ccccc23)c1C,-1%,-2%,0.0%,.,-6%,.,.,11%,1%
CC(C)N(Cc1nc2ccccc2[nH]1)C(C)C,2%,10%,0.0%,1%,-8%,i,-2.1,18%,-11%
O=C(NCc1cccnc1)C1CCN(S(=O)(=O)N2CCOCC2)CC1,-1%,4%,0.0%,3%,0%,i,-2.0,-17%,1%
COc1ccc(/C(C)=N/OCC(=O)Nc2nc3ccccc3s2)cc1,3%,-6%,-0.3%,3%,11%,i,-1.3,-7%,-46%
c1ccc2c(c1)OCC(c1csc3ncnc(N4CCOCC4)c13)O2 (stereo unspecified),-3%,0%,-1.3%,0%,10%,i,-3.1,?,-1%
C=C(C)C1CC=C(C)/C(=N/NC(=O)CCC(=O)Nc2ccccc2Cl)C1 (stereo unspecified),1%,4%,4.0%,0%,-13%,i,1.0,?,-5%
O=C(NCc1ccc(F)cc1F)[C@@H]1CCCN1C(=O)[C@@H]1CCCN1C(=O)c1ccccc1,.,.,-1.0%,.,-15%,i,-1.2,.,.
CCOC(=O)CC(=O)Nc1ccn[nH]1,-7%,5%,-0.1%,-10%,-2%,i,-5.0,9%,-9%
CC(Sc1ccc(Cl)cc1)C(=O)NNC(=O)c1ccccc1O (stereo unspecified),-8%,5%,-1.5%,3%,5%,i,-1.9,0%,-15%
O=C(NNC(=O)c1ccc(Br)cc1)c1ccncc1,-1%,1%,0.7%,-2%,-8%,i,-0.6,1%,-1%
COC(=O)c1cc2sccc2n1Cc1nc(-c2cccc(Cl)c2)oc1C,-1%&-2%,-1%&0%,-0.8%&-1.2%,-2%,3%&-3%,i,-0.8,-8%&-3%,6%&0%
Cc1ccc(S(=O)(=O)N(C)Cc2ccc(C(=O)N/N=C/c3ccc(OC(F)F)cc3)cc2)cc1,?,-6%,2.4%,2%,0%,i,-1.3,5.8µM*,5%
CN(CCC1CCOCC1)C(=O)C1CCC(=O)N(CCc2cccc(F)c2)C1 (stereo unspecified),12%,-11%,-0.4%,0%,3%,i,0.0,6%,21%
O=C(c1cn[nH]c1)N1CCc2c([nH]c3ccccc23)C1c1c(F)cccc1Cl (stereo unspecified),?,-5%,4.7%,-4%,-17%,i,0.3,-28%,-13%
CCOC(=O)C1C(=O)Oc2ccc3ccccc3c2C1C1CCOC1=O (stereo unspecified),21%,0%,-0.6%,4%,-6%,i,-1.5,12%,-12%
CCOC(=O)c1[nH]c(CN2CCN(c3ccc(OC)cc3)CC2)c(C(=O)OCC)c1C,-21%,0%,2.4%,0%,13%,i,-0.3,-16%,-9%
Cc1nn(-c2ccccc2)c(Cl)c1C(=O)OCC(=O)NCCc1ccc(S(N)(=O)=O)cc1,-3%,-5%,2.9%,-1%,10%,i,-1.8,-1%,9%
CCOc1ccc(S(=O)(=O)Nc2ccc(C(=O)NCCCN3CCCC3=O)cc2)cc1,6%,7%,-0.3%,3%,4%,i,3.4,12%,0%
Oc1c(C(c2ccccc2)N2CCOCC2)ccc2ccccc12 (stereo unspecified),-15%,-3%,6.6%,.,-55%[inhibitor],i,2.1,3%,-16%
COc1ccc(C(=O)NC2CCCc3ccccc32)cc1 (stereo unspecified),12%,0%,-0.1%,1%,0%,i,-1.2,9%,3%
CSCC[C@H](NC(=O)Nc1ccc(S(N)(=O)=O)cc1)C(=O)O,5%,0%,-0.9%,1%,3%,i,-2.1,5%,1%
O=C(NC1CCCC1)C(c1ccsc1)N(C(=O)Cc1cccs1)c1ccc(F)cc1 (stereo unspecified),-4%,-7%,0.1%,3%,21%,i,0.9,9%,4%
NNc1nc2ccccc2c(=O)n1Cc1ccccc1,-2%,2%,-0.2%,-1%,18%,i,-22,?,-24%
CCOc1cc2c(Cl)ncnc2c(OCC)c1OCC,-13%,2%,-0.7%,-2%,-5%,i,1.1,-3%,7%
O=C(NC1CCc2ccccc21)c1cc(COc2ccc(F)cc2Cl)on1 (stereo unspecified),-26%,-13%,-0.7%,-6%,5%,i,-1.4,-18%,-20%
OCCNc1nc2ccccc2[nH]1,1%,-11%,0.4%,1%,-4%,i,-1.7,-16%,6%
CCC1CCCCN1C(=O)CSc1nc2ccsc2c(=O)n1Cc1ccccc1 (stereo unspecified),-1%,-10%,0.4%,0%,1%,i,-2.8,?,-47%
CCOC(=O)NCCc1ccc(OC)cc1,3%,-2%,0.1%,0%,18%,i,-2.3,-11%,-6%
CN(CC(=O)Nc1ccc(Cl)c(C(F)(F)F)c1)C(=O)Cn1cc([N+](=O)[O-])ccc1=O,-15%,-3%,-1.0%,-6%,-9%,i,2.0,8%,2%
C(=Cc1c[nH]c2ccccc12)c1ccc2ccccc2n1,43%[activator],-18%,10%,.,-18%,i,-0.8,?,3%

# By substructure: those above containing an aryl thioether with sulfur outside any ring.
SMILES,TGFb inhibitor,A549 viability,Nrf2 activator,Mm-Cpn inhibitor,Abeta yeast res,pAkt inh,CCT modulator,Nrf2 block,HepG2 tox
Cc1cccc(NC(=O)CSc2cn(CC(=O)N3CCOCC3)c3ccccc23)c1C,-1%,-2%,0.0%,.,-6%,.,.,11%,1%
CC(Sc1ccc(Cl)cc1)C(=O)NNC(=O)c1ccccc1O (stereo unspecified),-8%,5%,-1.5%,3%,5%,i,-1.9,0%,-15%
CCC1CCCCN1C(=O)CSc1nc2ccsc2c(=O)n1Cc1ccccc1 (stereo unspecified),-1%,-10%,0.4%,0%,1%,i,-2.8,?,-47%

# (further entries)
SMILES,TGFb inhibitor,A549 viability,Nrf2 activator,Mm-Cpn inhibitor,Abeta yeast res,pAkt inh,CCT modulator,Nrf2 block,HepG2 tox
Cc1c(NS(=O)(=O)c2ccc(Cl)c(C(=O)OC(C)C(=O)N3CCOCC3)c2)c(=O)n(-c2ccccc2)n1C (stereo unspecified),1%,-6%,0.0%,2%,-8%,i,-1.2,?,-1%
CCOC(=O)c1oc2ccccc2c1NC(=O)Cc1cccs1,-4%,-1%,0.5%,-6%,2%,i,-2.0,-1%,-29%
Cc1cc(C)c2c(=O)cc(C(=O)NCCc3ccc(S(N)(=O)=O)cc3)oc2c1,-3%,0%,-0.5%,.,2%,.,.,5%,-10%
CCC(=O)NCC(c1cccs1)S(=O)(=O)c1ccc(C)cc1 (stereo unspecified),9%,2%,0.1%,-2%,10%,i,-0.9,0%,-51%
O=C(c1cccc(Cl)c1)C1CCCN(C(=O)c2ccoc2)C1 (stereo unspecified),-6%,2%,-0.4%,3%,2%,i,2.2,1%,-53%
COC(=O)c1ccccc1NC(=O)C1=C(C)C(=O)OC12CCC(C)CC2 (stereo unspecified),.,-5%,5.0%,.,-37%[inhibitor],.,.,-19%,-7%
Cc1ccc(CSc2oc(-c3ccco3)nc2S(=O)(=O)c2ccc(Br)cc2)cc1,-2%,0%,-0.1%,.,4%,.,.,-27%[9.27 µM],-6%
Cc1ccc(Cl)cc1N1CCN(S(=O)(=O)c2ccc3c(c2)C(C(C)C)C(=O)N3)CC1 (stereo unspecified),?,6%,-0.6%,.,5%,.,.,?,-45%
Cc1ccc(NC(=O)CC2Oc3ccc(C)cc3NC2=O)cc1 (stereo unspecified),0%,-5%,0.3%,3%,-12%,i,-0.9,-5%,2%
Cn1c(=O)c2cc(NC(=S)NCc3ccccc3F)ccc2n1Cc1cccc(C(F)(F)F)c1,-1%,.,1.1%,.,-16%,.,-0.1,.,-17%
O=C(CCCN1C(=O)C(c2ccccc2)Oc2cccnc21)NCc1ccccc1F (stereo unspecified),3%,6%,-0.9%,2%,-7%,i,-2.0,5%,-15%
Cc1c(Cc2ccccc2)sc(/N=C/c2ccc3ccccc3c2)c1C(N)=O,30%,?,11%,-5%,-14%,i,-2.3,?,28%
